Granule exo inh: lytic granule exocytosis inhibition; TALL-104 LAMP-1 surface exposure, flow cytometry; cells stimulated with thapsigargin and PMA; inhibition, % at 10 µM; actives 0.66% (n = 360,000); AID 651702;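 active = inhibition above about 55%, limit read from the data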
TWEAK-Fn14 inh: TWEAK-Fn14 signaling inhibition. TWEAK-stimulated Fn14 reporter cells, luciferase luminescence, 8 h. inhibition, % at 10 µM. actives 2% (n = 360,000). AID 1159606; in the data active = inhibition above about 50%
SRC3 inh: inhibitors of human steroid receptor coactivator 3 (SRC3); Q9Y6Q9; HEK293 GAL4-SRC3 luciferase reporter, luminescence; inhibition, % at 3.6 µM; actives 0.17% (n = 360,000); AID 588352;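 active = inhibition above a per-campaign cutoff, the mean of all compounds plus 3 SD, cut at about 60% in these data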;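 note: 0% = DMSO-treated cells and 100% = gossypol-treated cells at 36 µM; higher means less SRC3-driven luciferase light from the GAL4 reporter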
TROY signal inh: inhibitors of TROY-dependent NF-kB signaling. inhibition, % at 10 µM. AID 1347056. Q293 LMP1-TROYcd NF-kB luciferase reporter, 4 h. actives 0.98% (n = 360,000);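 active = compounds whose plate-normalised and pattern-corrected inhibition of the luciferase reporter signal at the single screening dose is 50% or more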
ABHD5 PLIN5 PPI: blocks binding of human ABHD5 to perilipin-5; Q00G26+Q8WTS1; Split G. princeps luciferase complementation, luminescence, 4 h; inhibition, % at 4 µM; actives 0.78% (n = 360,000);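 active = inhibition above the mean inhibition across every tested compound plus 3 SD, cut at about 22% in these data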;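 note: 0% = DMSO only wells and the 100% control is not disclosed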
NCOA1 inh: inhibits human SRC1 coactivator; actives 0.12% (n = 360,000); inhibition, % at 3.6 µM; AID 588354; HEK293 GAL4-SRC1 luciferase reporter, luminescence;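 active = inhibition above the campaign mean plus 3 SD, with each screening campaign given its own cutoff, cut at about 60% in these data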;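 note: 0% = DMSO treated cells and 100% = gossypol at 36 µM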
NOD2 RIPK2 PPI: NOD2-RIPK2 protein interaction inhibition | O43353 | CHO BLA complementation NOD2-RIPK2, CCF4 ratio | inhibition, % at 4.98 µM | actives 0.38% (n = 360,000); in the data active = inhibition above about 21%;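 note: 0% = vehicle only and 100% = reference blocker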
TLR9-MyD88 block: blocks human TLR9 binding to MyD88 | Q9NR96+Q99836 | CHO BLA complementation TLR9-MyD88, CCF4 FRET ratio | inhibition, % at 4.98 µM | actives 0.21% (n = 340,000) | AID 504734;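 active = inhibition above the mean over all tested compounds plus 3 SD, cut at about 21% in these data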;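 note: 0% = DMSO only wells and 100% = clavulanate BLA inhibitor control wells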
NCOA2 inhibitor: human SRC2 (NCOA2) inhibition; AID 651957; actives 0.17% (n = 370,000); HEK293 GAL4-SRC2 luciferase reporter, luminescence; inhibition, % at 9 µM; Q15596;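 active = inhibition above the mean inhibition of all tested compounds plus 3 SD, set per campaign, cut at about 52% in these data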;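 note: 0% = DMSO treated cells and 100% = cells given Gossypol at 36 µM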
NR5A2 inv ag: inverse agonists of human LRH-1 (NR5A2); O00482; HEK293T StAR-luciferase reporter, LRH-1 transfected, 24 h; inhibition, % at 3.6 µM; actives 0.13% (n = 360,000);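 active = inhibition above the mean inhibition of all tested compounds plus 3 SD, cut at about 73% in these data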;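 note: 0% = DMSO wells and 100% = reporter-only cells lacking LRH-1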
COUP-TFII inh: NR2F2 (human) inhibition, primary screen; P24468; HEK293T NGFI-A luciferase reporter, luminescence; inhibition, % at 8.6 µM; actives 0.7% (n = 370,000); AID 686940;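 active = inhibition above a per-plate cutoff, mean inhibition of test wells between control levels plus 3 SD, cut at about 38% in these data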;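 note: cells cotransfected with COUP-TFII expression vector driving the NGFI-A reporter; 0% = median of COUP-TF2 test wells and 100% = reporter-only cells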
* marks the source's active call; other numbers are inactive results; / = not tested or not shown. Some of the compounds tested. The share of hits here may be higher or lower than overall.

Sequence of screens – Granule exo inh | TWEAK-Fn14 inh | SRC3 inh | TROY signal inh | ABHD5 PLIN5 PPI | NCOA1 inh | NOD2 RIPK2 PPI | TLR9-MyD88 block | NCOA2 inhibitor | NR5A2 inv ag | COUP-TFII inh
CCOc1cc(NC(=S)NCCCN2CCOCC2)c(OCC)cc1NC(=O)C(C)C
 : 2 | 33 | 10 | -10 | 5 | -24 | -7 | 4 | -16 | -17 | -6
CCCCC(=O)Nc1cccc2c1C(=O)N(c1ccccc1)C2=O
 : -1 | 0 | -20 | -11 | 6 | -30 | -9 | -6 | -15 | 19 | 9
Cc1cc(C)cc(OCCNC(=O)C2CCN(S(=O)(=O)c3ccccc3)CC2)c1
 : -1 | 2 | 5 | 11 | -1 | 6 | -2 | 0 | 22 | -21 | -3
CCc1c(C(=O)Nc2cc(C)ccc2OC)[nH]c(C)c1C(C)=O
 : -1 | 12 | 1 | 6 | 3 | -3 | 3 | -17 | -10 | 4 | -11
CCn1cc(C(=O)NCCCOC)c(=O)c2cc(S(=O)(=O)N3CCCC3)ccc21
 : -3 | 1 | 7 | 1 | -5 | 4 | -5 | -2 | -7 | 11 | 6
CCSc1cc(Cl)nc(N)n1
 : -6 | -10 | 14 | 3 | -4 | -12 | -1 | -8 | 23 | -9 | 25
CCOc1ccc(NC(=O)CSc2nc3ccccc3c(=O)n2CCCC(=O)NCC2CCCO2)cc1 (stereo not given)
 : 9 | 12 | 23 | -11 | 10 | 3 | 4 | 6 | -16 | 55 | 9
Cc1ccc(C)n1C(CC(=O)O)c1ccc(C#N)cc1 (stereo not given)
 : 1 | -5 | 3 | -3 | 2 | 6 | 8 | / | -13 | -6 | -20
O=C(/C=C/c1ccccc1)NC(=S)Nc1ccc2c3c(cccc13)CC2
 : -2 | -29 | 20 | -3 | -4 | -6 | -8 | -12 | 6 | 13 | -15
COC(=O)c1ccc(Oc2ccc3nncn3n2)cc1
 : -2 | 11 | 17 | -6 | 3 | 8 | -13 | -5 | 1 | -20 | 5
NS(=O)(=O)c1ccc(CCNC(=O)Cn2c(=O)c3cccn3c3cccnc32)cc1
 : -3 | -7 | 2 | -1 | -11 | -5 | -4 | -2 | -4 | 12 | 5
C/C(=N\O)C(C)(C)Nc1ccc(Cl)cc1
 : -2 | 13 | 21 | 7 | 6 | -8 | -8 | -7 | 4 | 2 | -34
COC(=O)c1c(N2C(=O)Nc3ccccc3N2O)sc2c1CCCC2
 : 9 | 27 | 11 | -18 | 0 | 7 | -10 | -7 | 21 | 10 | -4
CC(=O)c1ccccc1OC(=O)CCN1C(=O)C2C3C=CC(C4CC34)C2C1=O (stereo not given)
 : 2 | 9 | 13 | -19 | -1 | 8 | -1 | 4 | -15 | -13 | -2
Cc1ccc(NC2=CC(=O)CC(c3ccccc3)C2)cc1 (stereo not given)
 : 4 | -2 | -3 | -5 | 1 | -13 | 8 | -18 | -8 | 5 | -4
O=C(NCCSCc1ccccc1)c1ccccc1
 : -1 | -21 | 3 | 11 | 0 | -19 | 1 | -2 | -8 | -17 | 6
CCOC(=O)CSc1nnc(CNc2cccc(Cl)c2)n1-c1ccccc1
 : -1 | 4 | -8 | -1 | 3 | 3 | -3 | -2 | 16 | -9 | -15
O=[N+]([O-])c1ccc(NC(=S)N2CCN(c3ccc(F)cc3)CC2)cc1
 : 7 | 13 | 11 | 23 | -7 | 3 | -4 | 1 | -2 | 3 | -12
CC(C)Cc1nc(N2CCN(C(=O)c3ccco3)CC2)c(C#N)c2c1CCCC2
 : 12 | -12 | 9 | 53* | -9 | 11 | 4 | -4 | -4 | 8 | 20
Cc1cc(C(=O)OCC(=O)c2ccc3c(c2)NC(=O)CO3)c2ccccc2n1
 : 2 | 7 | -10 | 8 | -4 | -6 | -3 | 1 | 8 | -10 | 3

As a working copy, part of the list above.
Sequence of screens – Granule exo inh | TWEAK-Fn14 inh | SRC3 inh | TROY signal inh | ABHD5 PLIN5 PPI | NCOA1 inh | NOD2 RIPK2 PPI | TLR9-MyD88 block | NCOA2 inhibitor | NR5A2 inv ag | COUP-TFII inh
NS(=O)(=O)c1ccc(CCNC(=O)Cn2c(=O)c3cccn3c3cccnc32)cc1
 : -3 | -7 | 2 | -1 | -11 | -5 | -4 | -2 | -4 | 12 | 5
C/C(=N\O)C(C)(C)Nc1ccc(Cl)cc1
 : -2 | 13 | 21 | 7 | 6 | -8 | -8 | -7 | 4 | 2 | -34
COC(=O)c1c(N2C(=O)Nc3ccccc3N2O)sc2c1CCCC2
 : 9 | 27 | 11 | -18 | 0 | 7 | -10 | -7 | 21 | 10 | -4

Whole records from above. Values in the order: Granule exo inh, TWEAK-Fn14 inh, SRC3 inh, TROY signal inh, ABHD5 PLIN5 PPI, NCOA1 inh, NOD2 RIPK2 PPI, TLR9-MyD88 block, NCOA2 inhibitor, NR5A2 inv ag, COUP-TFII inh
CCOC(=O)CSc1nnc(CNc2cccc(Cl)c2)n1-c1ccccc1 is listed as -1, 4, -8, -1, 3, 3, -3, -2, 16, -9, -15
Cc1cc(C(=O)OCC(=O)c2ccc3c(c2)NC(=O)CO3)c2ccccc2n1 is listed as 2, 7, -10, 8, -4, -6, -3, 1, 8, -10, 3
C/C(=N\O)C(C)(C)Nc1ccc(Cl)cc1 is listed as -2, 13, 21, 7, 6, -8, -8, -7, 4, 2, -34
Cc1ccc(NC2=CC(=O)CC(c3ccccc3)C2)cc1 (stereo not given) is listed as 4, -2, -3, -5, 1, -13, 8, -18, -8, 5, -4
COC(=O)c1c(N2C(=O)Nc3ccccc3N2O)sc2c1CCCC2 is listed as 9, 27, 11, -18, 0, 7, -10, -7, 21, 10, -4

(continued)
Letter code: A = Granule exo inh; B = TWEAK-Fn14 inh; C = SRC3 inh; D = TROY signal inh; E = ABHD5 PLIN5 PPI; F = NCOA1 inh; G = NOD2 RIPK2 PPI; H = TLR9-MyD88 block; I = NCOA2 inhibitor; J = NR5A2 inv ag; K = COUP-TFII inh
> COc1ccnc(Oc2ccc(F)cc2)c1C(=O)N/C=N/OCc1ccc(F)cc1
  A = 3 | B = -12 | C = 9 | D = 8 | E = 1 | F = -2 | G = -2 | H = -2 | I = 6 | J = 5 | K = 21

> OC(c1ccccc1)(c1nc(-c2ccc(Cl)cc2)cs1)C(F)(F)F (stereo not given)
  A = 2 | B = 15 | C = 10 | D = 7 | E = -16 | F = 13 | G = 3 | H = / | I = 27 | J = -9 | K = -4

> Cc1ccc(S(=O)(=O)CCC(O)c2ccc(Cl)cc2)cc1 (stereo not given)
  A = -9 | B = 5 | C = 18 | D = -3 | E = -1 | F = -3 | G = -3 | H = 6 | I = -32 | J = -2 | K = -4

> Cc1ccc(Cn2nnc3c(=O)n(CC(=O)NCc4ccc5c(c4)OCO5)cnc32)cc1
  A = -1 | B = 10 | C = 13 | D = 3 | E = -3 | F = 16 | G = 5 | H = 1 | I = -21 | J = -4 | K = 10

> CC(C)(C)OC(=O)CNC(=O)c1[nH]cnc1C(=O)N[C@@H](CCCCNC(=O)OC(C)(C)C)C(=O)OC(C)(C)C
  A = 2 | B = -11 | C = -14 | D = 6 | E = 0 | F = -21 | G = -8 | H = 1 | I = -15 | J = 22 | K = 7

> O=C1N(c2ccc(Cl)cc2)C(c2ccccc2)N2CCCN12 (stereo not given)
  A = -2 | B = 1 | C = 29 | D = -30 | E = 7 | F = -1 | G = 6 | H = -3 | I = -12 | J = 4 | K = -3

> COc1ccc(OC)c(NC(=O)c2ccccc2NS(=O)(=O)c2cccc3cccnc23)c1
  A = -4 | B = -2 | C = 4 | D = 2 | E = 3 | F = -27 | G = -5 | H = 5 | I = 14 | J = -20 | K = 0

> CC(C)(C)NC(=O)C(c1ccncc1)N(C(=O)Cn1nnc(-c2ccc(F)cc2)n1)c1cccc(F)c1 (stereo not given)
  A = -1 | B = 2 | C = 6 | D = 9 | E = 2 | F = -7 | G = -12 | H = -2 | I = -7 | J = -1 | K = 6

> Cc1ccc(NC(=O)CN2CCN(C)CC2)cc1Br
  A = -1 | B = 12 | C = -5 | D = 2 | E = -8 | F = 6 | G = 0 | H = -2 | I = -15 | J = 3 | K = -20

> Cc1ncnc(N)c1CCCNc1ccccc1
  A = 0 | B = 16 | C = 7 | D = 26 | E = 0 | F = -8 | G = -5 | H = -12 | I = 29 | J = 19 | K = 20

> CCOc1cc(/C=C2/NC(=O)N(CC(=O)Nc3cccc(C)c3)C2=O)ccc1O
  A = -1 | B = 25 | C = -21 | D = -3 | E = -1 | F = -36 | G = -15 | H = 15 | I = 26 | J = -3 | K = -1

> c1ccc2c(c1)nc(NC1CCCCC1)c1nncn12
  A = -6 | B = -33 | C = 22 | D = 13 | E = 7 | F = 3 | G = 0 | H = -5 | I = 8 | J = 25 | K = -2

> O=C(Nc1ccccc1C(=O)N1CCCC1)C1CCN(c2ncccn2)CC1
  A = -3 | B = 0 | C = 21 | D = -5 | E = 2 | F = -32 | G = 0 | H = 5 | I = 10 | J = 0 | K = -2

> Cc1ccccc1C(=O)NNS(=O)(=O)c1ccc(F)cc1
  A = 10 | B = -2 | C = 2 | D = -10 | E = 5 | F = -3 | G = -8 | H = -2 | I = -26 | J = 22 | K = -8

> COc1ccccc1N1CCN(C(=O)CNC(=O)c2ccc(Cl)cc2Cl)CC1
  A = 48 | B = 1 | C = -1 | D = 10 | E = -5 | F = -6 | G = -7 | H = 2 | I = 6 | J = 14 | K = 9

> COc1ccccc1OCCCCOc1ccccc1C(C)=O
  A = -6 | B = 14 | C = 16 | D = 3 | E = 3 | F = 11 | G = -3 | H = 1 | I = 10 | J = -26 | K = 9

> COCCSc1ccccc1C(=O)NCc1ccc(S(N)(=O)=O)cc1
  A = 0 | B = 21 | C = 5 | D = 0 | E = 2 | F = 9 | G = -7 | H = -2 | I = 17 | J = 11 | K = -1

> O=C(O)c1cn(-c2ccccc2)nc1-c1ccncc1
  A = 3 | B = 12 | C = 10 | D = 8 | E = -5 | F = -18 | G = -5 | H = -2 | I = 2 | J = -15 | K = 7

> CC(=O)Nc1ccc2c(c1)n(C)c(=O)n2C
  A = 1 | B = -11 | C = -12 | D = 0 | E = 1 | F = -17 | G = -2 | H = 8 | I = -12 | J = 10 | K = 15

> O=C1C2CC=CCC2C(=O)N1c1ccc(NCCc2ccc(Cl)cc2)c([N+](=O)[O-])c1 (stereo not given)
  A = -2 | B = 15 | C = 14 | D = -16 | E = -1 | F = -16 | G = 0 | H = 4 | I = 0 | J = 3 | K = 4

> COc1ccccc1OCC(=O)Nc1ccc(S(=O)(=O)N2CCN(C)CC2)cc1
  A = -3 | B = 4 | C = 3 | D = -14 | E = 1 | F = -15 | G = -5 | H = -9 | I = -7 | J = -14 | K = -3

> CN(CC(=O)Nc1ccccc1C(F)(F)F)C(=O)C1CCN(S(=O)(=O)c2ccc3c(c2)OCCO3)CC1
  A = 8 | B = -8 | C = 7 | D = -7 | E = -11 | F = 1 | G = -3 | H = -3 | I = -17 | J = 10 | K = -19

> COc1ccc(C2=Nc3ccccc3N(C(=O)c3ccc4ncccc4c3)C2C(=O)NC2CCCC2)cc1 (stereo not given)
  A = -1 | B = / | C = / | D = / | E = 13 | F = / | G = 0 | H = / | I = -22 | J = -83 | K = -21
